EPAC2 antag: EPAC2 (human) antagonism; EPAC2 GEF exchange of Rap1B-BODIPY-GDP, fluorescence; Potency, µM (highest dose often 114 µM), without a hit: at the highest dose activity, negative = inhibition, actives largely listed as inhibitors; Q8WZA2; hit rate 0.18% among 360,000; note: % is set by controls: 0 for no effect and ±100 for the full control effect; nearly all actives have a fitted effect of over 45% in size; many of its hits are not listed in these tables
EPAC2 ag: EPAC2 (human) agonism | EPAC2 activation, biochemical qHTS; response scale: 100% = 6.5 mM cAMP response | Potency, µM (top dose mostly 154 µM), for inactives: at the highest dose activation, most hits filed as activators | hit rate 0.079% among 360,000; note: nearly all actives have a fitted effect of over 50% in size
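Fluorescence exchange assay: 100 nM EPAC2 with 250 nM RAP1B-BODIPY-GDP and 50 uM GDP; compounds tested as a concentration-titration series (qHTS). Loss of Rap1-bound BODIPY-GDP fluorescence read at 480/540 nm; data normalized to 6.5 mM cAMP.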
aSyn rescue: inhibitors of alpha-synuclein toxicity in yeast | AID 652106 | hit rate 0.14% among 370,000 | Potency, µM (series often up to 46.1 µM), without a hit: at the top dose growth rescue (activation), usual class: activators | Yeast expressing alpha-synuclein, growth rescue, BacTiter-Glo, 24 h; note: % of control where 0% means no effect; nearly all actives have a fitted effect of over 65% in size
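Galactose-induced alpha-syn yeast (OD600=0.02, raffinose-pregrown) + pinned cpd, 24 hr, 30 deg C; growth by BacTiter-Glo luminescence. Growth restoration scores as activation.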
EPAC1 agonist: agonists of human EPAC1; O95398; EPAC1 agonist qHTS, biochemical assay; response scale: 100% = response to 6.5 mM cAMP; Potency, µM (doses to about 154 µM), without a hit: at the top dose activation, most hits filed as activators; hit rate 0.073% among 360,000; AID 720707; note: nearly all actives have a fitted effect of over 60% in size
Target sequence (O95398 whole entry, looked up): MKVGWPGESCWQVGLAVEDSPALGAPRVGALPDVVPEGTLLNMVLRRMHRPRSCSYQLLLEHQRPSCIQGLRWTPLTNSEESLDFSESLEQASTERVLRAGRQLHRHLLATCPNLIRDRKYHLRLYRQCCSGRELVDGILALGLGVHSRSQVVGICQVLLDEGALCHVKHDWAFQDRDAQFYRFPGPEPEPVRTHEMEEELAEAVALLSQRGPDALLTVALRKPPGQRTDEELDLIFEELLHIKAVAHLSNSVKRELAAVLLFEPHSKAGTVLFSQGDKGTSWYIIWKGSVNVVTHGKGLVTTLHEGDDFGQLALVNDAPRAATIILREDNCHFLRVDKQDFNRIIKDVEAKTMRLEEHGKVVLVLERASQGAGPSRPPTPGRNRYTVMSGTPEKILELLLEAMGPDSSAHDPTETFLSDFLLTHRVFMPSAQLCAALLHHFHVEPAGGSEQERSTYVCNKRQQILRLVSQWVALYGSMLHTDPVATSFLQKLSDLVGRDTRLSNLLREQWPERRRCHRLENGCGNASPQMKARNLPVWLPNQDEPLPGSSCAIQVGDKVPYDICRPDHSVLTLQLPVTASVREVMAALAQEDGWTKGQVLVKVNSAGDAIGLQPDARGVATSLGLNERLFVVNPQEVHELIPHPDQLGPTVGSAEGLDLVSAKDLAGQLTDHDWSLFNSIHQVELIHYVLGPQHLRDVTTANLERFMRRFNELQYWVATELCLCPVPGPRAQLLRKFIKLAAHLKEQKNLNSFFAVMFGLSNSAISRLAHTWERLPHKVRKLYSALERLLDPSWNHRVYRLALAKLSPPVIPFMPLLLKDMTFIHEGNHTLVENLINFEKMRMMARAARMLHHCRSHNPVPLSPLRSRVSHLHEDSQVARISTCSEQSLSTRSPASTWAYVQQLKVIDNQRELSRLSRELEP
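Nucleotide exchange assay: 100 nM EPAC1 with 250 nM Rap1B loaded with BODIPY-GDP and 50 uM GDP, room temperature. Fluorescence (480/540 nm) read every 5 min for 30 min; signal change normalized to 6.5 mM cAMP as full agonist.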
FUS yeast rescue: FUS proteinopathy suppression in yeast. AID 1347120. Potency, µM (highest dose often 76.6 µM), inactives show at the highest dose growth rescue (activation), usual class: activators. hit rate 0.24% among 390,000. S. cerevisiae FUS-expressing, growth rescue, OD600, 24 h;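 note: plate controls were DMSO vehicle for no effect and reference control for full effect; nearly all actives have a fitted effect of over 55% in size; some results filed as inactive show a strong effect at the top dose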
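Quantitative HTS measuring growth restoration of FUS-toxic yeast. Galactose-induced cells (OD 0.005) were exposed 24hr at 30C to compounds at several concentrations, then absorbance at 600 nm was recorded.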
PTHR1 agonist: PTHR1 (human) receptor agonism | HEK293 GP2 PTHR1 cells, GloSensor cAMP luminescence, 1 h | Q03431 | Potency, µM (top dose mostly 115 µM), without a hit: at the highest dose activation, hits mostly activators | hit rate 0.075% among 410,000 | AID 743266; note: nearly all actives have a fitted effect of over 55% in size; some results filed as inactive show a strong effect at the top dose; inactives centre near -15; many of its hits are not listed in these tables
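HEK-293-derived GP2 cells expressing PTHR1 and a GloSensor cAMP reporter, 3,000/well, plated overnight, given luciferin plus IBMX (each 0.5 mM as added) for 1 h at 37 °C, then compound for 1 h at 37 °C. Luminescence was read after 15 min at room temperature.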
TDP43 rescue: TDP-43 toxicity inhibition in yeast; TDP-43 expressing yeast growth rescue, BacTiter-Glo, 24 h; Potency, µM (top dose mostly 46.1 µM), for inactives: at the highest dose growth rescue (activation), usual class: activators; hit rate 1.8% among 410,000; AID 652104; note: % of control where 0% means no effect; nearly all actives have a fitted effect of over 50% in size
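Readout is BacTiter-Glo luminescence of cell growth, so inhibitors register as activators. TDP-43-expressing yeast at OD600=0.02 in galactose medium, after raffinose pregrowth to mid-log, were incubated with compound for 24 hr at 30 deg C.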
EPAC1 antagonist: EPAC1 (human) antagonism. O95398. Potency, µM (top dose mostly 115 µM), for the others: at the top dose activity change, negative = inhibition, hits mostly inhibitors. EPAC1 GEF assay, Rap1b-BODIPY-GDP exchange fluorescence. hit rate 0.14% among 360,000. AID 720709;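 note: plate controls were vehicle for no effect and positive control for full effect; nearly all actives have a fitted effect of over 50% in size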
* marks the source's active call; other numbers are inactive results; i = inactive; ? = inconclusive; . = not tested or not shown; [ ] = dose if it differs, or a comment. Calls come from the whole dose curve; as a rule, active = well fitted curve in the direction sought with a large enough effect; inconclusive = small, poorly fitted or top-dose-only effect, or another doubt; inactive = no such curve, though single readings can be large; an effect the other way counts as inactive or inconclusive. Potency is the fitted concentration of half-maximal effect. Only part of the results is shown; rates above refer to the full screens.

SMILES | EPAC2 antag | EPAC2 ag | aSyn rescue | EPAC1 agonist | FUS yeast rescue | PTHR1 agonist | TDP43 rescue | EPAC1 antagonist
O=C1c2cccc3cccc(c23)C(=O)N1CCCCCc1n[nH]c(=S)o1 | 5% | 11% | -4% | 4% | 32% | -26% | 0% | ?
Cc1ccc(S(=O)(=O)N2CCC(C(=O)OCC(=O)N(C)CC(=O)Nc3ccc(F)cc3)CC2)cc1C | -14% | 4% | 8% | 6% | 34% | -13% | -32% | -10%
Cc1cc2c(cc1C)C(=O)C(=O)N2 | 1% | 13% | 12% | 1% | . | i | -11% | -11%
CN(C(=O)C1Cc2c(-c3ccc(Cl)cc3)ccnc2O1)c1ccccc1 (centres undefined) | -12% | 19% | -2% | 4% | 17% | i | 22µM* | -1%
CC(C)(C)NC(=O)CCN(/N=C/c1ccc([N+](=O)[O-])o1)C1=NS(=O)(=O)c2ccccc21 | -2% | -10% | 2% | -6% | 10% | -46%[inhibitor] | 3% | -17%
Cc1cc(C)nc(Nc2ncc(O)n2-c2ccc(C)c(C)c2)n1 | -5% | 9% | -3% | 5% | 13% | i | -14% | 8%
CCOC(=O)CN1C(=O)C(O)(C2CCc3ccccc3C2=O)c2ccccc21 (centres undefined) | -2% | 5% | 0% | 8% | 16% | -21%[57.5 µM] | -9% | -29%
Cc1ccn2c(-c3csc(NCc4ccccc4)n3)c(C)nc2c1 | ? | 0% | -5% | 2% | 1% | -40%[inhibitor][57.5 µM] | 0% | -11%
CCOC(=O)c1sc2ncn(/N=C/c3cccnc3)c(=O)c2c1C | -11% | -16% | 1% | -14% | -5% | -9%[57.5 µM] | 8% | 2%
O=C(CCN1CCN(c2ccccc2)CC1)Nc1ccc(Cl)cc1 | 4% | -5% | 1% | -3% | 13% | -5% | -4% | -1%
Cc1ccc(S(=O)(=O)N2CCN(c3cc4c(cc3[N+](=O)[O-])n(C)c(=O)n4C)CC2)cc1 | -4% | 13% | 0% | 16% | 1% | -14%[57.5 µM] | -6% | 1%
Cc1ccc(/C=N/NC(=O)C(C)Oc2ccccc2[N+](=O)[O-])s1 (centres undefined) | -10% | 3% | -1% | 4% | . | i | -12% | 5%
O=C(Nc1ccc2c(c1)OCO2)c1c(Cl)nc2sccn12 | -3% | -1% | 19% | -13% | 15% | -22%[57.5 µM] | -3% | 13%
O=C1CSC(c2ccc([N+](=O)[O-])cc2)N1CCN1CCCCC1 (centres undefined) | 2% | 10% | -9% | 13% | 17% | -29% | -2% | 3%
Cc1cc(C(=O)N2CCN(c3ccc([N+](=O)[O-])cc3)CC2)co1 | -3% | 7% | 1% | 5% | -4% | -69%[inhibitor] | 21% | 2%
Cc1cnc(C(=O)Nc2cccc3cccnc23)cn1 | 9% | -1% | -4% | -5% | -4% | -33% | ? | -6%
O=C(O)C(Cc1ccccc1)N1C(=O)/C(=C/C=C/c2ccco2)SC1=S (centres undefined) | -27% | 0% | 6% | 14% | 24% | i | -24% | 89µM*
CCc1nc2c(OCC(=O)C(C)(C)C)cccn2c1N(C)C(=O)c1cccs1 | -5% | -2% | -3% | -12% | -4% | i | -2% | 11%
C=CCN(C(=O)c1oc2c(Cl)cc(C)cc2c1C)C1CCS(=O)(=O)C1 (centres undefined) | -25% | 12% | -1% | 1% | ? | -25% | 22% | -6%
CCOC(=O)C1CCCN(c2c(NCCc3ccc(Cl)cc3)c(=O)c2=O)C1 (centres undefined) | 3% | 4% | -5% | 7% | -22% | i | 2% | -2%
O=C(NCCCN1CCc2ccccc2C1)C1CCN(S(=O)(=O)N2CCC3(CC2)OCCO3)CC1 | 4% | -6% | 0% | -4% | 9% | i | -5% | -14%
COc1cccc(Nc2nc(-c3ccccc3O)nc3ccccc23)c1 | -18% | 6% | 7% | -19% | -1% | -81%[inhibitor] | 2% | ?
CCOC(=O)[C@]12CCC=C1N(Cc1ccccc1)C(=O)[C@H](CC(=O)NCCCCc1ccccc1)C2 | -11% | 9% | ? | -15% | 40% | -21% | 18% | -15%
O=[N+]([O-])c1ccc(OCc2n[nH]c(=S)n2-c2ccccc2)cc1 | 10% | -1% | -9% | 9% | 12% | -14% | -12% | -7%
CC(=O)N1CCN(C(=O)CCN(c2ccccc2)S(=O)(=O)c2ccc(C)cc2)CC1 | -2% | 4% | 3% | 6% | 15% | i | -18% | -26%
Cc1ccc(C(=O)Nc2ccccc2OC(F)F)cc1 | 3% | 11% | -1% | 0% | -8% | -6% | -17% | -13%
O=C(COC(=O)/C=C/c1ccccc1[N+](=O)[O-])Nc1ccc(OCc2ccccc2)cc1 | 5% | 6% | 5% | -8% | . | i | 18% | -1%
Cc1c(NC(=O)c2cc3ccccc3o2)c(=O)n(-c2ccccc2)n1C | -2% | 5% | -5% | -7% | 7% | -24% | -13% | -11%
COc1ccc(CC(=O)NCCN2CCCC2)cc1 | 4% | 10% | -3% | 8% | -2% | i | 3% | 0%
COC(=O)N(NC(=O)C(O)(C(C)C)C(C)C)c1ccccc1 | 2% | 2% | 1% | 7% | -10% | i | -15% | 9%
CCN1C(=O)N(C)[C@@H](c2ccccc2)C(C(=O)OC)=C1C | -20% | 5% | 0% | 8% | -9% | i | 15% | 3%
O=C(NCc1ccco1)/C(=C\c1ccco1)NC(=O)c1ccccc1Cl | 3% | 5% | 5% | 12% | 24% | i | 5% | 2%
Cc1[nH]c2ccccc2c1C(=O)CN1CC(C)CC(C)C1 (centres undefined) | 1% | 3% | -1% | 12% | 1% | i | 8% | 2%
Cc1ccc(-c2nn(-c3ccccc3)cc2CN(Cc2ccccc2)C(=O)CCC(=O)O)o1 | 6% | -12% | 7% | -1% | ? | i | 11% | 9%
CC(=O)Nc1ccc(C(=O)/C=C/c2ccco2)cc1 | 21% | 6% | -4% | 1% | . | -11% | -20% | -15%
CC(CCC(C)OC(=O)c1ccccc1C(=O)O)OC(=O)c1ccccc1C(=O)O (centres undefined) | -3% | 9% | 9% | 6% | -5% | i | -26% | 1%
CC(C)(C)c1ccc(C(=O)N2CCCN(C(=O)c3ccc(C(C)(C)C)cc3)CC2)cc1 | -23% | -2% | 7% | 2% | -16% | -26% | 19% | 6%
Cc1cc(C)c(C)c(OCCOCCNCc2ccccc2)c1 | 3% | 1% | 1% | 3% | . | -14% | 15% | -3%
CN(c1ccccc1)S(=O)(=O)c1cccc(NC(=O)c2nn(C)c(=O)c3ccccc23)c1 | -8% | 11% | 2% | 14% | ? | -9% | ? | 1%
COc1ncnc2c1oc1nc(C)c3c(c12)CC(C)(C)OC3 | 19% | 5% | 3% | -3% | 18% | -23% | 12% | 20%
CCCCCC(=O)N1CCCC1 | 12% | 2% | 1% | -12% | -13% | -4% | 2% | -19%
O=C(NCC(c1ccco1)N1CCCCC1)c1cccnc1 (centres undefined) | 10% | -2% | 1% | -8% | 1% | i | 3% | -4%
CCN(CC)CCNC(=O)C1CCN(S(=O)(=O)N2CCCCC2)CC1 | 3% | 4% | 0% | -5% | 14% | -11%[57.5 µM] | -12% | 4%
Cc1cccc(NC(=O)COc2cccc3c2CCN(C)C3=O)c1 | 7% | 10% | 3% | -3% | ? | -27% | -8% | 14%
CC(=O)OC[C@@H]1CN(Cc2ccccc2)C[C@H](n2cnc3c(N4CCN(c5ccccc5)CC4)ncnc32)O1 | 4% | 10% | 0% | 4% | 40% | -11% | 18µM* | -7%
CCOc1cc(/C=N/n2nnnc2N)ccc1OCc1c(C)no[n+]1[O-] | -1% | -12% | -1% | 0% | -15% | -35%[inhibitor] | 19% | -12%
O=C(OCCCN1C(=O)c2ccccc2C1=O)c1ccco1 | -1% | -11% | 2% | 5% | -22% | i | 11% | 7%
COc1ccc(OCCN2CCC(C(=O)NC(C)c3cccc4ccccc34)CC2)cc1 (centres undefined) | -5% | 9% | 0% | -8% | -8% | i | 28% | -4%

6 consecutive records already listed:
SMILES | EPAC2 antag | EPAC2 ag | aSyn rescue | EPAC1 agonist | FUS yeast rescue | PTHR1 agonist | TDP43 rescue | EPAC1 antagonist
CC(C)(C)c1ccc(C(=O)N2CCCN(C(=O)c3ccc(C(C)(C)C)cc3)CC2)cc1 | -23% | -2% | 7% | 2% | -16% | -26% | 19% | 6%
Cc1cc(C)c(C)c(OCCOCCNCc2ccccc2)c1 | 3% | 1% | 1% | 3% | . | -14% | 15% | -3%
CN(c1ccccc1)S(=O)(=O)c1cccc(NC(=O)c2nn(C)c(=O)c3ccccc23)c1 | -8% | 11% | 2% | 14% | ? | -9% | ? | 1%
COc1ncnc2c1oc1nc(C)c3c(c12)CC(C)(C)OC3 | 19% | 5% | 3% | -3% | 18% | -23% | 12% | 20%
CCCCCC(=O)N1CCCC1 | 12% | 2% | 1% | -12% | -13% | -4% | 2% | -19%
O=C(NCC(c1ccco1)N1CCCCC1)c1cccnc1 (centres undefined) | 10% | -2% | 1% | -8% | 1% | i | 3% | -4%

Further structures.
SMILES | EPAC2 antag | EPAC2 ag | aSyn rescue | EPAC1 agonist | FUS yeast rescue | PTHR1 agonist | TDP43 rescue | EPAC1 antagonist
CC(NC(=O)c1ccc(F)cc1Cl)C1CC2CCC1C2 (centres undefined) | 4% | 3% | 1% | -6% | 5% | i | -22% | -9%
O=S1(=O)CC(N2CCN(CCO)CC2)CN1Cc1cn(Cc2ccccc2C(F)(F)F)nn1 (centres undefined) | 10% | 4% | 3% | 6% | -10% | -7% | 5% | 4%
CC(C)(C)c1ccc(CN2C(=O)c3ccccc3S2(=O)=O)cc1 | -3% | 1% | 1% | -1% | 24% | -23% | -31%[inhibitor] | -30%
Cc1cnc(C(=O)OCC(=O)Nc2ccc(Cl)cc2)cn1 | 6% | 12% | 1% | -1% | . | ? | -12% | -1%
CNc1snc(C)c1C(=O)OCC(=O)c1ccc(OC)c(F)c1 | -13% | 14% | -10%[1.84 µM] | 5% | 18% | -28% | ? | 18%
CC(=O)Nc1ccc(S(=O)(=O)N(CC(=O)Nc2cc(C)on2)Cc2ccc(F)cc2)cc1 | -13% | 3% | 4% | 5% | -4% | -30% | 11% | -5%
CCc1cccc(C)c1NC(=O)COC(=O)CNC(=O)c1cccs1 | -8% | 6% | 0% | 7% | -1% | i | -4% | -1%
O=C1COc2ccc(S(=O)(=O)Nc3ccc(OC(F)(F)F)cc3)cc2N1 | -10% | -4% | -1% | -11% | -19% | -61%[inhibitor] | -3% | -5%

Compound activity as filed in PubChem.
